Source: PubChem BioAssay (National Center for Advancing Translational Sciences (NCATS))
Tau fluor counter: counter-screen for tau fibril formation inhibitors. AID 1463. actives 0.93% (n = 280,000). tau K18 P301L Alexa594 fluorescence, heparin fibrillization. Potency, µM (highest dose often 57.7 µM), without a hit: at the top dose activity change, negative = decrease; further: potency means the concentration at half of the fitted maximal effect; on the % scale 0 is the no-effect control and ±100 the full control effect; nearly all actives have a fitted effect of over 55% in size
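Human tau K18 P301L (15 uM unlabeled, 0.24 uM Alexa 594-labeled) in 100 mM sodium acetate pH 7 with 20 uM heparin, 6 hr at 37 C. ThT 30 uM added, 1 hr ambient; Alexa 594 FP and total fluorescence read at 555/632 nm.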
TexasRed fluor: Texas Red fluorescence interference in TRb-SRC2 counter-screen; Potency, µM (series often up to 106 µM), inactives show top-dose fluorescence change, negative = quenching; actives 0.29% (n = 280,000); TRb/SRC2 Texas Red total fluorescence interference; active means well fitted curve in either direction with a large enough effect; inconclusive means small, poorly fitted or top-dose-only effect; further: potency means the concentration at half of the fitted maximal effect; on the % scale 0 is the no-effect control and ±100 the full control effect
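Human TRβ ligand-binding domain (0.6 uM) and Texas Red SRC2 peptide (20 nM) in Tris buffer with 1 uM T3 and 5% DMSO were incubated with pinned compound for 5 hr at ambient temperature. Total fluorescence was computed as S + 2P (555/632 nm).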
Epigenetic reg: derepresses silenced GFP reporter in murine cells; murine LDR cells, GFP reporter derepression, 30 h; actives 0.2% (n = 280,000); Potency, µM (titrated, usually from 53.9 µM), inactives show top-dose GFP activation, most hits filed as activators; further: potency means the concentration at half of the fitted maximal effect; % of control where 0% means no effect; nearly all actives have a fitted effect of over 60% in size
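Reporter derepression read as number of fluorescent GFP-positive objects, 20-120 um in size, counted by laser-scanning cytometer. Mouse LDR line with an epigenetically silenced CMV-GFP locus; compound incubation 30 h, 37 C.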
NPSR antag: blocks cAMP signaling of the human neuropeptide S receptor; Q6W5P4; CHO-NPSR cells, cAMP TR-FRET, antagonist mode; Potency, µM (titrated, usually from 38.3 µM), inactives show top-dose activity change, negative = inhibition, hits mostly inhibitors; actives 1% (n = 220,000); AID 1461; further: potency means the concentration at half of the fitted maximal effect; on the % scale 0 is the no-effect control and ±100 the full control effect; nearly all actives have a fitted effect of over 50% in size; many of its hits are not listed in these tables
Target sequence (Q6W5P4 whole entry, looked up): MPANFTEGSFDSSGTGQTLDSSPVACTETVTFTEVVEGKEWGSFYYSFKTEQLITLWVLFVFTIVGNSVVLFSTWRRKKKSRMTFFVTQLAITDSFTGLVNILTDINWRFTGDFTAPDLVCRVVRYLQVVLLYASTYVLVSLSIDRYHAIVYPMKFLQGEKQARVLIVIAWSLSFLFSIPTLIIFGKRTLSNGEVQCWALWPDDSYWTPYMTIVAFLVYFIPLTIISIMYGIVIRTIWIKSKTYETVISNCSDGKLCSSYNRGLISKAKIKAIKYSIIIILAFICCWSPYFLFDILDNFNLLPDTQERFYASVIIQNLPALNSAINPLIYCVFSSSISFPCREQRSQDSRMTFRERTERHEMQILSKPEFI
TRb SRC2 PPI: disrupts binding of human TR beta to SRC2; P10828; TRbeta-SRC2 peptide binding, fluorescence polarization; receptor liganded with 1 µM T3; actives 0.065% (n = 280,000); Potency, µM (top dose mostly 106 µM), for the others: at the top dose activity change, negative = inhibition, most hits filed as inhibitors;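 further: potency means the concentration at half of the fitted maximal effect; plate controls were bound peptide for no effect and peptide without receptor for full effect; nearly all actives have a fitted effect of over 50% in size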
Target sequence (P10828 whole entry, looked up): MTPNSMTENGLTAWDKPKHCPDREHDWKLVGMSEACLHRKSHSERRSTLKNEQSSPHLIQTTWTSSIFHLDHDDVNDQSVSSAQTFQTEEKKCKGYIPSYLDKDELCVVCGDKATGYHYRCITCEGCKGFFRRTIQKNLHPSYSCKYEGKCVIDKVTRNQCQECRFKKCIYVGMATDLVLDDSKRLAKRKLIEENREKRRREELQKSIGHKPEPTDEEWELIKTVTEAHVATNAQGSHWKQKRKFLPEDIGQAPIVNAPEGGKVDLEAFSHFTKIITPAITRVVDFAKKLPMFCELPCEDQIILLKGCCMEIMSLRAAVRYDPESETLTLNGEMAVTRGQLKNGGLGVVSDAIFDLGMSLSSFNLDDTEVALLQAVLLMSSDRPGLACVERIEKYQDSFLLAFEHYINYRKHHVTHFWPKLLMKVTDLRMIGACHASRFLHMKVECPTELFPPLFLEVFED
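Fluorescence polarization of 20 nM Texas Red SRC2 peptide with 0.6 uM human TRb ligand-binding domain, in Tris buffer with 1uM T3 and 5% DMSO. Incubated 5 hr ambient; normalized to unbound and bound controls.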
aGal spleen mod: inhibitors or activators of human alpha-galactosidase in spleen homogenate | Potency, µM (titrated, usually from 80 µM), inactives show at the top dose activity change, negative = inhibition, most hits filed as inhibitors | AID 2107 | P06280 | actives 0.008% (n = 240,000) | human spleen homogenate, 4MU-alpha-Gal fluorescence, 40 min;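 further: potency means the concentration at half of the fitted maximal effect; 0% = enzyme with vehicle and -100% = no enzyme basal signal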
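Fluorogenic readout (Ex 365/Em 440 nm) of 4-methylumbelliferone released from 1 mM 4-MU-alpha-galactoside by spleen homogenate, 40 min at 37C, pH 5.0. Data normalized to no-enzyme and enzyme controls; Hill-equation AC50 from compound titrations.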
Tau fibril FP: tau fibrillization inhibition (FP); P10636; K18 P301L tau heparin fibrillization, Alexa594 FP, 6 h; Potency, µM (titrated, usually from 57.7 µM), without a hit: at the highest dose activity, negative = inhibition, usual class: inhibitors; actives 0.39% (n = 280,000); AID 1468; further: potency means the concentration at half of the fitted maximal effect; on the % scale 0 is the no-effect control and ±100 the full control effect; nearly all actives have a fitted effect of over 55% in size
Target sequence (P10636 561-689 P618L limits assumed): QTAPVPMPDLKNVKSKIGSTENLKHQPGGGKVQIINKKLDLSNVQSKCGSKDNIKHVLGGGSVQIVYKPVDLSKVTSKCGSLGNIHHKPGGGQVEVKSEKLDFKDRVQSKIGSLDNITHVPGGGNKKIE
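Recombinant K18 P301L […], labeled with Alexa 594 at 0.24 uM over 15 uM unlabeled; heparin inducer 20 uM final; 37 C, 6 hr; FP endpoint.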
CBFb-RUNX1 inh: CBF-beta/RUNX1 interaction disruption; AlphaScreen CBFb-His/RUNX1-biotin binding, biochemical; Potency, µM (titrated, usually from 59.8 µM), without a hit: at the top dose activity, negative = inhibition, usual class: inhibitors; 230,000 tested, under 10 active; further: % of control where 0% means no effect
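CBFb-His/RUNX1-biotin, 30 nM each, preincubated 20 min RT; compound 15 min RT; Ni + streptavidin beads 50 ng each, 90 min RT; AlphaScreen read.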
* marks the source's active call; other numbers are inactive results; ? = inconclusive; . = no result given; [ ] = dose if it differs, or a comment. Unless noted, the call rests on the fitted dose curve; in most records, active means well fitted curve in the direction sought with a large enough effect; inconclusive means small, poorly fitted or top-dose-only effect, or another doubt; inactive means no such curve, though single readings can be large; an effect the other way counts as inactive or inconclusive. Some of the compounds tested. The share of hits here may be higher or lower than overall.

SMILES	Tau fluor counter	TexasRed fluor	Epigenetic reg	NPSR antag	TRb SRC2 PPI	aGal spleen mod	Tau fibril FP	CBFb-RUNX1 inh
CCOC(=O)c1sc(=S)n(C)c1NC(=O)c1cccc(Br)c1	-23%	0%	0.0%	?	4%	4%	-14%	0%
CSc1nsc(SCC(=O)NC2CCCCC2)n1	4%	6%	2.9%	-6%[46.1 µM]	-5%	-3%	6%	3%
Cc1ccc(SCC(=O)Nc2ccc(N3CCN(c4ccccc4)CC3)c(F)c2)cc1	-16%	-6%	-2.3%	2%[46.1 µM]	3%	-4%	7%	3%
O=C(O)c1ccc(Oc2ccccc2)o1	11%	-3%	-0.2%	8%	-3%	1%	2%	4%
O=C(NC1CCCCC1)C(c1cccs1)N(C(=O)Cc1c[nH]c2ccccc12)c1ccc(F)cc1 (stereo not given)	?	-3%	-1.8%	?	-2%	9%	6%	-10%
COc1cc(S(=O)(=O)Nc2ccc(C)cc2)ccc1N=Cc1c(C)[nH]n(-c2ccc(C)cc2)c1=O	-23%	0%	0.0%	-1%	-3%	-4%	7%	1%
O=C(c1ccc(CNS(=O)(=O)c2cccc(C(F)(F)F)c2)cc1)N1CCOCC1	3%	-1%	6.5%	-17%[46.1 µM]	12%	12%	2%	8%
CCOc1ccc(N(CC)S(=O)(=O)N2CCCC(C(=O)Nc3cc(Cl)ccc3OC)C2)cc1 (stereo not given)	-24%	-2%	-1.4%	.	10%	.	1%	.
O=S(=O)(Nc1nccs1)c1ccc(NCc2cc(Br)cc(Br)c2O)cc1	?	-1%	0.5%	-8%	1%	1%	1%	-18%
CCn1c(SCC(=O)n2c(C)c(C)c3ccccc32)nnc1-c1ccco1	3%	3%	-0.1%	-19%[46.1 µM]	4%	-5%	0%	3%
CC(NC(c1ccccc1)c1ccccc1)C(=O)N1CCCc2ccccc21 (stereo not given)	-3%	-2%	-1.8%	?	7%	4%	1%	14%
CS(=O)(=O)c1ccc2nc(NC(=O)c3ccc(S(=O)(=O)NCC4CCCO4)cc3)sc2c1 (stereo not given)	-16%	-4%	1.6%	-7%	-2%	-7%	-15%	1%
N#CCC(CNc1ncc(C(F)(F)F)cc1Cl)OC(=O)c1cccc(C(F)(F)F)c1 (stereo not given)	?	-7%	-7.0%	-14%[46.1 µM]	-4%	1%	?	21%
CCS(=O)(=O)Nc1cccc(C2=NN(S(=O)(=O)c3ccc(C)cc3)C(c3cccs3)C2)c1 (stereo not given)	?	-1%	?	-26%	-6%	-9%	?	-1%
Cc1cc(SCC(=O)NCc2ccc(Cl)cc2)nc(=O)[nH]1	-4%	1%	0.5%	.	-10%	.	-1%	.
CNCC(=O)Nc1ccc(OC(F)(F)F)cc1	-1%	-1%	-3.3%	7%	-1%	17%	-4%	11%
CC(C)c1nnc(NC(=O)c2cc3cc(Br)ccc3oc2=O)s1	-7%	1%	-1.1%	0%	-4%	12%	-1%	9%
O=C(Nc1cccc(S(=O)(=O)N2CCCCC2)c1)c1ccccc1NS(=O)(=O)c1ccc(F)cc1	-3%	5%	3.2%	-51%	-3%	-3%	-1%	-6%
COc1ccc(OC)c(-c2ccccc2/C=N/NS(=O)(=O)c2ccc(C)cc2)c1	-17%[11.6 µM]	-1%[11.2 µM]	0.0%[10.1 µM]	.	7%[11.2 µM]	5%[17.5 µM]	-2%[11.6 µM]	13%[13.1 µM]
COc1ccc(-c2noc(-c3ccc(NCc4ccc(C)cc4)c([N+](=O)[O-])c3)n2)cc1OC	-22%	-1%	2.9%	.	-4%	.	?	.
COC(=O)c1ccc(NC(=O)CSc2nc(C)cc(=O)[nH]2)cc1	-15%	-3%	-3.3%	-16%[46.1 µM]	-8%	9%	-8%	-2%
COC(=O)c1sc(NC(=O)COc2cccc3ccccc23)nc1C	-19%	-1%	0.0%	-17%[46.1 µM]	-1%	-7%	-2%	3%
COCCNC(=O)CSc1nc2scc(-c3ccccc3)c2c(=O)[nH]1	5%	-1%	1.5%	-15%	2%	12%	-10%	-3%
COc1cccc(C2CC(=O)Nc3cc4c(cc32)OCO4)c1OC(C)C (stereo not given)	-22%	0%	0.9%	.	-10%	.	7%	.
Cc1ccc(S(=O)(=O)C2(C(=O)N3CCN(C4CCCCC4)CC3)CC2)cc1	0%	-2%	1.2%	-7%[46.1 µM]	6%	5%	2%	8%
COc1ccc(OCCC(=O)NC2=NCCS2)cc1	-1%	2%	-1.1%	12%[46.1 µM]	-6%	0%	2%	2%
Cc1ccc(S(=O)(=O)N2CCSC2C(=O)O)cc1 (stereo not given)	1%	-1%	-1.0%	20%[46.1 µM]	2%	0%	-1%	-1%
COc1ccc(C)cc1NC(=O)C(NC(=O)c1cc(OC)c(OC)c(OC)c1)C(C)C (stereo not given)	-12%	-4%	-0.2%	-14%	-8%	-16%	0%	-2%
C=C(C)[C@H]1CC=C(C)/C(=N/NC(=O)CNc2ccccc2OC)C1	-17%	3%	1.3%	-1%[46.1 µM]	-6%	-10%	2%	1%
COc1ccc(-n2cc(CNCCc3cscn3)c(-c3ccccc3Cl)n2)cc1	-15%	0%[53 µM]	1.0%	2%	-5%[53 µM]	-2%	-6%	3%
O=C(/C=C/Nc1ccc(Nc2ccccc2)cc1)c1cccs1	7.9µM*[quencher]	2%	?	-5%	13%	1%	?	.
CCOc1ccc(NCc2cccn2-c2nnc(N3CCC(C(=O)NCc4cccc(OC)c4)CC3)s2)cc1	?	1%	0.8%	.	-6%	.	3%	.
COc1cc(NC(=S)NC(=O)c2cc(C)cc(C)c2)ccc1NC(=O)c1cccs1	-23%	-3%	0.0%	-5%[46.1 µM]	0%	-3%	-13%	4%
Cc1cccc(Nc2nnc(SCC(=O)N(C)C3CCS(=O)(=O)C3)s2)c1C (stereo not given)	-11%	2%	1.1%	19%	-4%	0%	3%	-1%
O=C(c1cnn(-c2ccccc2)c1)c1ccccc1O	-18%	-5%	0.0%	-2%[46.1 µM]	-1%	-4%	-1%	-1%
COc1ccc(Cl)cc1NC(=O)CCCS(=O)(=O)c1nc(-c2ccc(OC)c(OC)c2)cc(C(F)(F)F)n1	-19%	-3%	5.1%	.	8%	.	-6%	.
Cc1ccc(-c2nnc(Nc3ccc(O)cc3)c3ccccc23)cc1S(=O)(=O)NCc1nc2ccccc2[nH]1	?	-2%	2.7%	.	4%	.	12%	.
COc1ccc(Cl)cc1NC(=O)Cn1nnc2sc3c(c2c1=O)CCC(C(C)(C)C)C3 (stereo not given)	-5%	-1%	-0.8%	.	0%	.	?	.
CN(C)S(=O)(=O)c1cccc(CSc2cccc[n+]2[O-])c1	5%	-4%	-0.3%	10%[46.1 µM]	-1%	-1%	7%	9%
O=C(Nc1ccc(N2C(=O)C3C4C=CC(C4)C3C2=O)cc1)Nc1nnc(C(F)(F)F)s1 (stereo not given)	?	3%	-0.2%	-10%[46.1 µM]	-1%	1%	?	-2%
O=C(O)CCSc1nnc(-c2cccnc2)n1-c1ccccc1	-7%	0%	-7.1%	-6%[46.1 µM]	7%	2%	0%	-2%
COc1ccc(/C=N/Nc2nc3ccccc3o2)cc1O	?	-6%	0.7%	-18%[46.1 µM]	-2%	-2%	?	-5%
Cc1ccc2nc(N3CCN(c4cccc(Cl)c4)CC3)c3nnnn3c2c1	-18%	1%	5.5%	.	-2%	.	5%	.
COc1ccc(C(=O)OCC(=O)Nc2cc(S(=O)(=O)N3CCOCC3)ccc2N2CCCC2)cc1	-4%	3%	0.0%	-13%	0%	-2%	6%	5%
COc1ccc(OC)c(C(O)c2nc3ccccc3n2C(C)C)c1 (stereo not given)	5%	0%	-0.2%	-4%[46.1 µM]	7%	10%	3%	0%
O=C(O)c1ccc(CNC(=O)c2ccc(C(F)(F)F)cc2)cc1	2%	2%	2.3%	2%	-8%	3%	2%	4%
FC(F)(F)c1ccc(N2CCOCC2)c(Nc2nc3ccccc3n3cnnc23)c1	?	-1%	-0.9%	-10%[46.1 µM]	-4%	10%	-5%	5%
O=C(CCc1ccc(O)c(O)c1)NNC(=S)Nc1ccc(Br)cc1Cl	-23%	-1%	-2.9%	13%	-1%	4%	-2%	0%
CCOc1ccc(C(=O)c2cnc3ccccc3c2N2CCN(CC)CC2)cc1	-9%	-1%	7.2%	-24%	2%	-3%	-1%	-3%
C[C@H](NC(=O)N1CCc2nc(-c3ccccc3)c3c(c2C1)CO[C@@H](C)C3)c1ccccc1	0%[11.6 µM]	-5%[11.2 µM]	.	.	6%[11.2 µM]	3%[17.5 µM]	12%[11.6 µM]	4%[13.1 µM]
Cc1noc(C)c1C(c1ccccc1)S(=O)(=O)c1ccccc1 (stereo not given)	-5%	-2%	-3.8%	6%	-3%	1%	-5%	0%
Cc1c(Cc2ccccc2)sc(N)c1C(N)=O	-23%	1%	0.0%	?	-1%	-4%	?	-7%
CCOC(=O)C1=C(CC)Nc2ccccc2N=C1NC(=O)c1ccc(S(=O)(=O)N(C)C)cc1	-9%	-1%	1.9%	-8%[46.1 µM]	-15%	?	-9%	-15%
CCOCC(=O)Nc1cc(Cl)c(OC)cc1OC	-8%	-4%	1.1%	-13%	-4%	-13%	2%	3%
CCOC(=O)c1sc2ncnc(NCc3ccco3)c2c1C	-13%	-3%	11%	18%[46.1 µM]	-8%	-2%	-10%	-17%

One compound at a time, as listed above. Order of values: Tau fluor counter, TexasRed fluor, Epigenetic reg, NPSR antag, TRb SRC2 PPI, aGal spleen mod, Tau fibril FP, CBFb-RUNX1 inh
COc1ccc(-c2noc(-c3ccc(NCc4ccc(C)cc4)c([N+](=O)[O-])c3)n2)cc1OC is listed with -22%, -1%, 2.9%, ., -4%, ., ?, .
COc1ccc(OCCC(=O)NC2=NCCS2)cc1 is listed with -1%, 2%, -1.1%, 12%[46.1 µM], -6%, 0%, 2%, 2%
Cc1noc(C)c1C(c1ccccc1)S(=O)(=O)c1ccccc1 (stereo not given) is listed with -5%, -2%, -3.8%, 6%, -3%, 1%, -5%, 0%
